TRPV1 ag – HTS Assay for Compounds that Act as Agonists of the Vanilloid Receptor 1; Transient receptor potential cation channel subfamily V member 1 (Homo sapiens), Q8NER1; TRPV1-expressing cells, Fluo-8 calcium influx, agonist mode; activation, % at 8.33 µM; hit rate 0.19% among 320,000; AID 540275, 2011; in the data active means activation above about 80%; inconclusive means between about 30% and that limit; further: 0% is about no effect
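Cells expressing TRPV1 were dye-loaded with Fluo-8 and read kinetically: 10 s baseline, 3 min after compound (agonist portion), then 2 min after EC20 capsaicin (allosteric enhancer portion). Calcium-bound dye fluorescence at 480/520 nm.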
KCNH2 3.1 inh – qHTS for Inhibitors of KCHN2 3.1: Mutant qHTS. U2OS KCNH2 3.1, thallium flux FluxOr; stronger effect = lower value. Potassium voltage-gated channel subfamily H member 2, brain isoform KCNH2 3.1 (human). hit rate 0.95% among 340,000. activity change, % (tested at about 1.8 µM);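 active means maximum activity change below -70%; inconclusive means maximum activity change from -70% to -50%; inactive means maximum activity change above -50%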;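 further: thallium influx rate constant from kinetic fluorescence after stimulation buffer; on the % scale 0 is the no-effect control and ±100 the full control effect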
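Channel expression came from 3.1 mutant virus (1.77 x 10^8 /mL) applied to suspended U2OS cells for 4 h. Flux was tracked with FluxOr dye plus Red40 quencher, and kinetic rate constants normalized to controls.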
hERG WT inh – qHTS for Inhibitors of KCHN2 3.1: Wildtype qHTS; AID 720551, 2013; activity change, % at 1.84 µM; U2OS, BacMam KCNH2, thallium flux FluxOr; stronger effect = lower value; hit rate 0.37% among 340,000;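 active means maximum activity change below -70%; inconclusive means maximum activity change between -70% and -50%; inactive means maximum activity change above -50%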; further: on the % scale 0 is the no-effect control and ±100 the full control effect
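U2OS cells were transduced with wild-type KCNH2 virus (2.03 x 10^8 / mL) for 4 h at room temperature, then cultured overnight at 37 C. Thallium flux was read with FluxOr dye. Rate constants were normalized to DMSO controls.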
Mito fusion yeast – qHTS Assay for Small Molecule Inhibitors of Mitochondrial Division or Activators of Mitochondrial Fusion. AID 485298, 2010. Potency, µM (titrated, usually from 46.1 µM), without a hit: at the highest dose growth rescue (activation), usual class: activators. hit rate 0.23% among 320,000. S. cerevisiae fusion-defective mutant growth rescue, CellTiterGlo 48 h;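 further: potency means the concentration at half of the fitted maximal effect; % of control where 0% means no effect; nearly all actives have a fitted effect of over 45% in size; temperature-sensitive fusion mutants such as fzo1-1 at 37 °C on non-fermentable ethanol glycerol medium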
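Read-out: ATP-based luminescence (CellTiterGlo, 10 min ambient) reporting growth of fusion-defective ts yeast after 48 hours at 37C on glycerol/ethanol YPEG medium in the presence of compound.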
Eya2 inh – qHTS Assay for Inhibitors of the Phosphatase Activity of Eya2 | Potency, µM (highest dose often 76.9 µM), without a hit: at the highest dose activity, negative = inhibition, usual class: inhibitors | AID 488837, 2010 | hit rate 0.006% among 330,000 | Protein phosphatase EYA2 (Homo sapiens), O00167 | recombinant Eya2, OMFP fluorescence dephosphorylation (OMFP is methylfluorescein phosphate); further: potency means the concentration at half of the fitted maximal effect; on the % scale 0 is the no-effect control and ±100 the full control effect
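Eya2 protein (added as 0.2 uM solution) was preincubated with compound for 10 min at ambient temperature in 50 mM HEPES pH 7.5, 50 mM NaCl, 5 uM MgCl2, 0.05% BSA, 1 mM DTT. OMFP (added at 50 uM) then reacted 10 min; fluorescence read at 485/525 nm.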
TSHR antag – Antagonists of the Thyroid Stimulating Hormone Receptor: HTS campaign; Thyrotropin receptor (Homo sapiens), P16473; TSHR-expressing cells, TSH-stimulated cAMP HTRF, 2 h; stronger effect = lower value; activity change, negative = inhibition, % at 11.5 µM; hit rate 0.2% among 330,000; AID 504810, 2011;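 active means activity change below a set negative limit, meaning inhibition stronger than a set level, cut at about -70% in these data; inconclusive means activity change between two set negative limits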; further: on the % scale 0 is the no-effect control and ±100 the full control effect
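Cell-based HTRF cAMP assay; TSHR cells + compound, TSH EC80 (4nM final), 2 h, 37 deg C. Lysis with anti-cAMP cryptate and cAMP-d2, 30 min RT, read 665/620 nm.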
AT treatment – qHTS Assay for Identifying a Potential Treatment of Ataxia-Telangiectasia; […] A-T fibroblasts, KAP-1 phosphorylation AlphaLISA; neocarzinostatin DNA damage 30 min before lysis; Potency, µM (doses to about 57.5 µM), without a hit: top-dose activation, actives largely listed as activators; hit rate 0.19% among 320,000; AID 485349, 2010; further: potency means the concentration at half of the fitted maximal effect; % of control where 0% means no effect; nearly all actives have a fitted effect of over 45% in size
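hTERT-immortalized A-T patient fibroblasts ([…]), 500 cells/well in OPTI-MEM, 1% FBS, got compounds for 60 min, then NCS for 30 min at 37C. Lysates were then assayed for phospho-KAP-1 by AlphaLISA (anti-pKAP1 donor, anti-KAP1 acceptor beads), 6 hr at 25C.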
USP2a inh – qHTS Assay for Inhibitors of Ubiquitin-specific Protease USP2a Using CHOP2 as the Reporter. Potency, µM (top dose mostly 38.3 µM), for the others: at the highest dose activity change, negative = inhibition, actives largely listed as inhibitors. AID 463254, 2010. hit rate 0.01% among 330,000. USP2 core, Ub-CHOP2 coupled fluorogenic reporter, 485/531. Ubiquitin carboxyl-terminal hydrolase 2 (Homo sapiens), O75604;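 further: potency means the concentration at half of the fitted maximal effect; plate controls were DMSO wells for no effect and full inhibition by NEM control for full effect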
Target sequence (O75604 whole entry, looked up): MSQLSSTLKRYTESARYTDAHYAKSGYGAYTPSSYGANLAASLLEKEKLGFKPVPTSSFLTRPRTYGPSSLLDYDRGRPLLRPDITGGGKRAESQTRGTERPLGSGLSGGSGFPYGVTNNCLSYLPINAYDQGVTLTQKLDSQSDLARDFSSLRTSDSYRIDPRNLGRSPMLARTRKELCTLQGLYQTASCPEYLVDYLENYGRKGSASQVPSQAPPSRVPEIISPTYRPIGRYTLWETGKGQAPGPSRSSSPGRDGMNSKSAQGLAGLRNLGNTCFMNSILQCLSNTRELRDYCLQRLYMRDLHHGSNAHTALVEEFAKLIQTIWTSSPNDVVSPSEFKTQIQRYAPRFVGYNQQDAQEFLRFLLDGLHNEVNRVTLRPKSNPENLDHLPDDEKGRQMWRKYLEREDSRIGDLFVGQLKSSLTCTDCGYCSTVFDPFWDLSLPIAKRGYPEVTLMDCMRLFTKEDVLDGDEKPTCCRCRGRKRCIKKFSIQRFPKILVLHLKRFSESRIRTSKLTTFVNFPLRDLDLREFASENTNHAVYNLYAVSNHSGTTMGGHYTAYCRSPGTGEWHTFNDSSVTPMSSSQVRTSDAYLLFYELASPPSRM
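USP2 core (10nM final) preincubated 30min RT with compound in 20mM Tris-HCl pH 8.0, 2mM CaCl2, 2mM beta-mercaptoethanol, 0.05% CHAPS; 25nM Ub-CHOP2 plus 25nM reporter substrate added, fluorescence (Ex485/Em531) read after 60min.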
TCR act – Activators of T cell receptors: qHTS campaign; primary human leukocytes, anti-CD3, IL-2 HTRF, 48 h; Potency, µM (highest dose often 9.22 µM), inactives show top-dose activation of IL-2 secretion, usual class: activators; 330,000 tested, under 10 active; further: % of control where 0% means no effect
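Primary human leukocytes were stimulated with a-CD3 beads plus compounds for 48 hr without co-stimulation; secreted IL-2 was quantified by HTRF using a-IL-2-K (europium cryptate) and a-IL-2-d2, excited at 320nm with acceptor emission read at 665nm.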
ELG1 DNA repair – qHTS screen for small molecules that inhibit ELG1-dependent DNA repair in human embryonic kidney (HEK293T) cells expressing luciferase-tagged ELG1. HEK293T ELG1-luciferase reporter, luminescence, 16 h; DNA damage induced by 5-fluorouridine. Potency, µM (top dose mostly 46.1 µM), without a hit: at the top dose activity change, negative = inhibition, usual class: inhibitors. hit rate 2.3% among 330,000; further: potency means the concentration at half of the fitted maximal effect; on the % scale 0 is the no-effect control and ±100 the full control effect; nearly all actives have a fitted effect of over 55% in size
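Reporter activity after DNA damage by 5-fluorouridine is monitored. Compound-treated cells incubate 16 hr at 37 °C, then ONE-Glo is added for 30 min before luminescence reading.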
* marks the source's active call; other numbers are inactive results; ? = inconclusive; . = no result given; [ ] = remark or other dose. Unless noted, the call rests on the fitted dose curve; in most records, active means well fitted curve in the direction sought with a large enough effect; inconclusive means small, poorly fitted or top-dose-only effect, or another doubt; inactive means no such curve, though single readings can be large; an effect the other way counts as inactive or inconclusive. These rows are one share of the data. The share of hits here may be higher or lower than overall.

SMILES	TRPV1 ag	KCNH2 3.1 inh	hERG WT inh	Mito fusion yeast	Eya2 inh	TSHR antag	AT treatment	USP2a inh	TCR act	ELG1 DNA repair
COc1ccc(NC(=O)CSc2nc3[nH]ncc3c(=O)[nH]2)c(OC)c1	0	-5	-1	3%	-2%	-1	10%	5%	12%	13%
Cn1cnnc1SC1c2cccc3cccc(c23)C1NS(=O)(=O)c1ccccc1 (stereo not drawn)	-4	-5	5	1%	-2%	11	-2%	-1%	2%	9%
O=c1[nH]c(C2CCN(S(=O)(=O)/C=C/c3ccccc3)CC2)nc2c1nnn2Cc1ccccc1	-2	-47	4	-3%	-5%	-9	0%	-10%	0%	?
COc1ccccc1CN(C)C(=O)CN1C(=O)c2ccccc2C1=O	-7	19	8	8%	1%	5	1%	-1%	8%	7%
Cn1c(=O)cc(SCC(=O)NCCC2=CCCCC2)c2ccc(Cl)cc21	2	5	-25	-1%	7%	10	-2%	4%	3%	6%
Cc1ccc(C2=NNC(c3ccc(Cl)cc3)=Nc3ccccc32)o1	0	12	-2	11%	-5%	13	-5%	-9%	0%[46.1 µM]	-22%
CCc1ccc(S(=O)(=O)n2c(C)nc3ccccc32)cc1	-2	-3	-3	1%	9%	8	-9%	1%	.	-8%
CCOC(=O)c1ccc(CN(Cc2ccccc2)S(=O)(=O)c2cccc([N+](=O)[O-])c2)cc1	8	-9	36	3%	2%	-8	-3%	1%	-6%[46.1 µM]	-14%
COc1ccc(NC(=O)CCC(=O)OCc2ccc([N+](=O)[O-])cc2)cc1	1	20	3	4%	-3%	-26	-2%	-1%	-4%	-13%
CC(=O)Nc1ccc(C(=O)NNC(=O)C2C3CCCCC32)cc1 (stereo not drawn)	0	-9	-3	2%	-5%	-8	6%	0%	-1%	-4%

Given comma-delimited: entries from further up.
molecule,TRPV1 ag,KCNH2 3.1 inh,hERG WT inh,Mito fusion yeast,Eya2 inh,TSHR antag,AT treatment,USP2a inh,TCR act,ELG1 DNA repair
CCc1ccc(S(=O)(=O)n2c(C)nc3ccccc32)cc1,-2,-3,-3,1%,9%,8,-9%,1%,.,-8%
CC(=O)Nc1ccc(C(=O)NNC(=O)C2C3CCCCC32)cc1 (stereo not drawn),0,-9,-3,2%,-5%,-8,6%,0%,-1%,-4%

Further entries follow.
SMILES	TRPV1 ag	KCNH2 3.1 inh	hERG WT inh	Mito fusion yeast	Eya2 inh	TSHR antag	AT treatment	USP2a inh	TCR act	ELG1 DNA repair
CCCN(C(=O)COC(=O)CSc1ccc([N+](=O)[O-])cc1)C1CCS(=O)(=O)C1 (stereo not drawn)	0	7	3	0%	-9%	-18	4%	1%	1%	21%
CCN(CC)CCN1C(=O)C(O)=C(C(=O)c2cc3ccccc3o2)C1c1cccnc1 (stereo not drawn)	-2	10	0	0%	-1%	30	2%	2%	-3%	4%
Cn1c(=O)n(C)c2cc(NS(=O)(=O)c3ccccc3[N+](=O)[O-])ccc21	0	18	8	2%	6%	-4	-13%	0%	2%	13%
CCN1CCN(C(=O)CN(C)S(=O)(=O)c2ccc(OC)cc2)CC1	-6	27	6	9%	0%	26	16%	0%	8%	7%
CC(C)(C)c1nnc(N/N=C/c2ccccc2)n(N)c1=O	0	-10	0	3%	-12%	-15	-3%	0%	-8%[46.1 µM]	-12%
CC(=O)N1CCSc2ccc(S(=O)(=O)Nc3ccccc3C)cc21	?	-6	7	-2%	-2%	2	-12%	2%	-21%	-7%
O=C(c1ccc(-c2ccc([N+](=O)[O-])cc2)o1)N1CCN(S(=O)(=O)c2cccs2)CC1	2	-35	12	7%	-12%	-28	8%	-1%	1%	?
COC(=O)c1cccc(N2CCCC2=O)c1	1	-7	8	-3%	-13%	17	12%	0%	5%	6%
CCOc1ccc(NC(=O)CN(C)C(=O)c2sccc2-c2ccccc2)cc1OCC	-1	-3	19	11%	5%	7	14%	-1%	0%	?
COc1ccccc1/C=C/C(=O)Nc1cccnc1Cl	?	12	-2	5%	4%	23	9%	1%	6%	?
COc1ccc(N2CCN(c3nc(-c4cccs4)nc4ccccc34)CC2)cc1	1	-41	18	-2%	-7%	-5	-3%	-5%	-3%	?
O=[N+]([O-])c1cc(S(=O)(=O)N2CCCC2)ccc1NN=C1CCCCC1	2	-23	7	-1%	0%	-4	-1%	0%	-2%[46.1 µM]	3%
COc1ccc(C(=O)Nc2c(C)csc2C(=O)O)cc1	0	-19	-6	-1%	-1%	-4	3%	5%	-3%	-10%
C[C@@]12C(=O)N(c3ccc(Cl)cc3)C(=O)N1[C@@H]1c3ccccc3OC[C@@H]1[C@H]2c1ccccc1	.	-6	-8	.	-14%	5	4%	0%	1%	-12%
COc1ccc(-c2nnc(SCC(=O)Nc3ncc(C(F)(F)F)cc3Cl)n2CC(C)C)cc1	0	1	-14	3%	-7%	4	-5%	3%	-2%[46.1 µM]	9%
CC12C(=O)N(c3cccc(OC(=O)c4ccco4)c3)C(=O)C1C1c3ccccc3C2c2ccccc21 (stereo not drawn)	0	-14	-19	2%	-13%	-11	.	-1%	7%	-13%
O=C(c1ccc2c(c1)OCO2)N1CCC2(CC1)Oc1ccc(Cl)cc1C(=O)C21CC(c2cccnc2)=NO1 (stereo not drawn)	1	-6	-1	11%	8%	-2	-9%	2%	-4%	0%
CC(=O)OCC(=O)Nc1ccccc1OC(F)F	1	-3	-2	-5%	4%	1	6%	3%	2%	-2%
CN=C1CC(C)(C)CC(=O)/C1=C(/O)CCC(=O)NC	2	6	-22	-1%	4%	-1	.	1%	1%[46.1 µM]	-1%
Cc1nc(SCC(=O)NCc2ccco2)c2c(=O)n(C)c(=O)n(CC(C)C)c2n1	-2	.	.	6%	-22%	4	-1%	-1%	.	?
CCOc1ccc(-n2c(SCC(=O)Nc3cc(C)on3)nc3c(c2=O)SCC3)cc1	2	-2	-3	5%	14%	-85*	-1%	4%	-23%	8%
Oc1ccccc1/C=N/n1c(-c2ccccc2)n[nH]c1=S	5	-1	-5	-2%	10%	-15	-12%	4%	0%	-2%
O=C(Nc1ccccc1)C1=C[C@@H](C2CCCCC2)C[C@@H](OCc2ccc(CO)cc2)O1	-1	-12	-8	?	-7%	-30	.	-2%	-5%	?
C=C1C2C[C@H](O)C(C)(C)[C@@]2(O)[C@H](O)C[C@]23C[C@@](C)(O)[C@H](CC[C@H]12)[C@H]3O (stereo partly drawn)	-7	.	.	0%	2%	10	7%	1%	0%	0%
Cc1nc(N2CCCCCC2)c2ccccc2n1	1	-26	20	0%	7%	-7	-6%	-1%	.	?
O=C(CCC(=O)c1ccc[nH]1)c1ccc(Cl)cc1	-2	3	2	1%	17%	13	-9%	-1%	1%	?
Cc1ccccc1-n1c(SCC(N)=O)nc2sc(-c3ccccc3)cc2c1=O	1	16	-4	-2%	-9%	-13	3%	9%	6%	-2%
CN(Cc1ccccc1)C(=O)Cn1nc(C(F)(F)F)c2c1CCC2	1	-23	-1	5%	.	.	.	.	-3%	.
CCOc1ccc(C(C)NC(=O)Nc2ccccc2C(=O)OC)cc1 (stereo not drawn)	?	-14	10	7%	-5%	-3	1%	5%	.	-13%
O=C(NC(=S)Nc1ccc(N2CCCC2)cc1)c1ccc(F)cc1	4	12	5	-5%	5%	4	-3%	2%	.	-2%
O=C(CCC(=O)NC1CCCCCCC1)Nc1nnc(C(F)(F)F)s1	4	14	-19	0%	-4%	-8	0%	6%	-2%	-5%
COc1ccc(CCNC(=O)COC(=O)c2cnc(C)cn2)cc1OC	0	-6	18	-3%	-4%	-1	22%	0%	3%	11%
CN1CCC(=NNC(=O)CN(c2ccc([N+](=O)[O-])cc2)S(=O)(=O)c2ccccc2)CC1	0	6	-3	-15%	17%	12	3%	4%	0%	-7%
COC(=O)CN1C(=O)[C@H]2[C@@H](C3CC3)N3C(=O)CN(CCO)C(=O)[C@@]3(Cc3ccccc3)[C@H]2C1=O	-5	-20	-6	0%	-7%	0	-9%	-1%	1%	13%

High-throughput results deposited in PubChem BioAssay by National Center for Advancing Translational Sciences (NCATS).
